SENP8 block-1 – blocks human SENP8 cleavage of Nedd8 substrate; Q96LD8; recombinant SENP8, Nedd8 substrate fluorescence; inhibition, % at 20 µM; actives 0.64% (n = 360,000); AID 602440; in the data active = inhibition mostly above about 40%, no sharp cut-off; inactive = mostly below about 27%
SENP6 block – blocks the human protease SENP6; actives 1.8% (n = 330,000); inhibition, % at 10 µM; Recombinant SENP6 catalytic domain, aminoluciferin luminescence; Q9GZR1; AID 2599;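 active = inhibition above about 50% at the single tested dose, limit read from the data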;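 note: plate controls were DMSO wells with enzyme for no effect and DMSO wells lacking enzyme for full effect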
Target sequence (Q9GZR1 628-1112 limits assumed): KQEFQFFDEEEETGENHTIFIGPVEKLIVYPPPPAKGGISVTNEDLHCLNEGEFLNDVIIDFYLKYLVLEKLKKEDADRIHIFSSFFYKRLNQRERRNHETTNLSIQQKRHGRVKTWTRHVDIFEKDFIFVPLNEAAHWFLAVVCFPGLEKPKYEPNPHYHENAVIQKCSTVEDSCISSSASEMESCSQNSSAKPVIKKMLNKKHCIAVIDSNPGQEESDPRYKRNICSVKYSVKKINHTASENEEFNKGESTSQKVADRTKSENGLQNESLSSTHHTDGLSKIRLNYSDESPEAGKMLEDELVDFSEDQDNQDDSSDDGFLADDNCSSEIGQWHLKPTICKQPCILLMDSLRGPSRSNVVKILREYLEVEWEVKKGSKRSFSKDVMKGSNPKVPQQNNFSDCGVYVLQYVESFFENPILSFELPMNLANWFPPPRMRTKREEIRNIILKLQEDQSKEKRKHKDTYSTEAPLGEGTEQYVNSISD
SENP8 block-2 – SENP8 protease inhibition; Q96LD8; purified SENP8, Z-RLRGG-aminoluciferin cleavage, luminescence; inhibition, % at 10 µM; actives 1.2% (n = 330,000); AID 2540; in the data active = inhibition above about 50%
SENP7 inh – blocks the human protease SENP7; Q9BQF6; recombinant SENP7, Z-RLRGG-aminoluciferin luminescence, 40 min; inhibition, % at 5 µM; actives 1.5% (n = 330,000); AID 434973;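 active = inhibition above about 50% at the single test dose, limit read from the data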;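 note: plate controls were DMSO with enzyme for no effect and no enzyme buffer wells for full effect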
Target sequence (Q9BQF6 706-1050 limits assumed): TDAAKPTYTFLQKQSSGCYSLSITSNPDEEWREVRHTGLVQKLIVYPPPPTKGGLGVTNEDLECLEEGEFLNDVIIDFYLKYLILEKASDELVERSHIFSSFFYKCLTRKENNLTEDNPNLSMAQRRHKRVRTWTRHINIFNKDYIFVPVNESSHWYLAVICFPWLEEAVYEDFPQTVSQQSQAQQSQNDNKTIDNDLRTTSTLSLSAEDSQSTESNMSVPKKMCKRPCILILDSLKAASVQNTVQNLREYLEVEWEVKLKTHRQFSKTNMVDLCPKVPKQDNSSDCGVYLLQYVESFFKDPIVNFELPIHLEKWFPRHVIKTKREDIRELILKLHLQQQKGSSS
Apaf-1 inh – inhibitors of human Apaf-1 apoptosome; O14727; reconstituted apoptosome caspase-3 activity, DEVD-Rh110 fluorescence; inhibition, % at 20 µM; actives 0.71% (n = 330,000); AID 489030; active = inhibition of at least 40% at 20 µM;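 note: plate controls were DMSO wells for no effect and DEVD-CHO caspase inhibitor wells for full effect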
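Material: reconstituted apoptosome with Apaf-1, cytochrome c, caspase-9, procaspase-3, dATP. Technique: Rh110 fluorescence intensity. Buffer or medium: pH 7.5 Hepes buffer with CHAPS, BSA, DTT. Times: 30 min plus 50 min, RT.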
HKDC1 inhibitor – inhibitors of human hexokinase HKDC1; recombinant HKDC1, G6PDH/diaphorase resazurin coupled fluorescence; Q2TB90; actives 0.16% (n = 340,000); inhibition, % at 20 µM;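 active = inhibition above about 35% when tested at 20 µM, limit read from the data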;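 note: plate controls were DMSO wells with enzyme for no effect and DMSO wells lacking enzyme for full effect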
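Material: recombinant HKDC1 hexokinase; Amount: HKDC1 at 5 µg/mL; Medium: Tris pH 8.0 buffer with MgCl2, Tween-20, BSA, BME; Schedule: 90 min reaction incubation at room temperature, dark; Technique: coupled resazurin fluorescence, excitation 525 nm, emission 613 nm.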
PfGluPho inh – PfG6PD (Plasmodium falciparum) enzyme inhibition. PfGluPho enzyme, NADPH resazurin-diaphorase fluorescence. inhibition, % at 20 µM. actives 0.78% (n = 350,000);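 active = inhibition reaching at least a set limit at 20 µM in the primary screen, cut at about 59% in these data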;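 note: 0% = DMSO wells with substrate and 100% = DMSO wells lacking glucose-6-phosphate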
SENP1 FRET inh – SENP1 (human) catalytic domain inhibition; actives 0.21% (n = 360,000); Q9P0U3; recombinant SENP1 catalytic domain, CyPet-SUMO1-YPet FRET cleavage; inhibition, % at 10 µM;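 active = inhibition at least 30% at 10 µM, raw YFP signal under a set limit, fluorescence ratio 0.5 to 1.5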;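 note: 0% = enzyme with DMSO and 100% = no enzyme wells; some results filed as inactive read as strong as hits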
Target sequence (Q9P0U3 419-644 limits assumed): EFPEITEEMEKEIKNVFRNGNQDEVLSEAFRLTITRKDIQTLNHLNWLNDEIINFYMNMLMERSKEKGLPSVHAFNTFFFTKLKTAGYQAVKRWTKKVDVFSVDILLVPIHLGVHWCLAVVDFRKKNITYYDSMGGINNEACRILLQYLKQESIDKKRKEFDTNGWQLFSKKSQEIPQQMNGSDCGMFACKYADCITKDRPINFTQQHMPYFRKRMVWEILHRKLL
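Test system: recombinant human SENP1 catalytic domain, His6-tagged / Medium: pH 8 Tris buffer with EDTA, NaCl, BME, BSA, NP40, catalase / Also added: SUMO1 FRET substrate flanked by Cypet and Ypet, 25 nM / Times: 50 min reaction at room temperature / Signal: FRET, CFP and YFP emission / Control set: no-enzyme low control and enzyme-plus-DMSO high control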
Numbers without * were called inactive. Random draw from the library. Share with any hit: about 3.6%.

Cc1nc2c(O)c3c(c(O)c2nc1C)C1C=CC3CC1 was read as SENP8 block-1 42*, HKDC1 inhibitor 82*, PfGluPho inh 123* and SENP1 FRET inh 0.
Screening CC1CCCN(C(=O)CSc2nc3ccccc3o2)C1 (stereo not drawn) returned SENP8 block-1 19, SENP6 block -10, SENP8 block-2 -12, SENP7 inh -6, Apaf-1 inh -3, HKDC1 inhibitor -4, PfGluPho inh -3 and SENP1 FRET inh 2.
Screening COc1ccc(NC(=O)C(Sc2nnc3ccccn23)c2ccccc2)cc1Cl (stereo not drawn) returned SENP8 block-1 -1, SENP6 block -6, SENP8 block-2 -13, SENP7 inh 3, Apaf-1 inh 12, HKDC1 inhibitor -5, PfGluPho inh -13 and SENP1 FRET inh 0.
For COc1ccc(NC(=O)C(c2ccc(Cl)cc2)C(C)C)cn1 (stereo not drawn) the results were SENP8 block-1 -4, SENP6 block 7, SENP8 block-2 -1, SENP7 inh 8, Apaf-1 inh 20, HKDC1 inhibitor 4, PfGluPho inh 9 and SENP1 FRET inh -12.
`COc1ccc(NC(=O)c2ccc(COc3ccccc3Br)o2)c(OC)c1` gave SENP8 block-1 8, SENP6 block -1, SENP8 block-2 5, SENP7 inh 6, Apaf-1 inh 0, HKDC1 inhibitor 6, PfGluPho inh 7 and SENP1 FRET inh 0.
`Cc1ccc(C2CC(C(F)(F)F)n3nc(C(=O)NCC4CCCO4)cc3N2)cc1` (stereo not drawn) gave SENP6 block -3, SENP8 block-2 -2, SENP7 inh 6 and Apaf-1 inh 19.
Screening Cc1ccc(C(=O)NCCc2ccc(S(=O)(=O)N3CCCC3)cc2)cc1 returned SENP8 block-1 13, SENP6 block -23, SENP8 block-2 0, SENP7 inh 2, Apaf-1 inh -1, HKDC1 inhibitor -4, PfGluPho inh 12 and SENP1 FRET inh 2.
Screening CCCSc1nnc(CSc2nc3ccccc3s2)n1-c1ccccc1 returned SENP8 block-1 10, SENP6 block 6, SENP8 block-2 -1, SENP7 inh 0, Apaf-1 inh 17, HKDC1 inhibitor 4, PfGluPho inh 8 and SENP1 FRET inh 1.
For O=C(CC1SCCNC1=O)Nc1cccc(Cl)c1 (stereo not drawn) the results were SENP8 block-1 24, SENP6 block -15, SENP8 block-2 1, SENP7 inh 2, Apaf-1 inh -1, HKDC1 inhibitor 1, PfGluPho inh 12 and SENP1 FRET inh 0.
`CC(/C=N/NC(=O)c1cc(-c2ccc3ccccc3c2)n[nH]1)=C\c1ccco1` gave SENP8 block-1 -91, SENP6 block -6, SENP8 block-2 -3, SENP7 inh -11, Apaf-1 inh 17, HKDC1 inhibitor -1, PfGluPho inh 12 and SENP1 FRET inh -7.
CC(C)Cc1nnc(NC(=O)Cc2ccc([N+](=O)[O-])cc2)s1 was read as SENP8 block-1 16, SENP6 block -10, SENP8 block-2 1, SENP7 inh -1, Apaf-1 inh -20, HKDC1 inhibitor -5, PfGluPho inh -15 and SENP1 FRET inh 3.
For Cc1ccc(NC(=O)N[C@H](C(=O)O)C(C)C)c(C)c1 the results were SENP8 block-1 14, SENP6 block -6, SENP8 block-2 7, SENP7 inh 3, Apaf-1 inh -22, HKDC1 inhibitor -5, PfGluPho inh 7 and SENP1 FRET inh 1.
`CNS(=O)(=O)c1cccc(C(=O)OCC(=O)N2CC(C)OC(C)C2)c1` (stereo not drawn) gave SENP8 block-1 0, SENP6 block 7, SENP8 block-2 1, SENP7 inh -2, Apaf-1 inh 2, HKDC1 inhibitor 0, PfGluPho inh 0 and SENP1 FRET inh 2.
CCCOc1ccc(C(=O)N(CC(C)C)c2c(N)n(Cc3ccccc3)c(=O)[nH]c2=O)cc1 was read as SENP8 block-1 -10, SENP6 block -13, SENP8 block-2 -15, SENP7 inh -10, Apaf-1 inh 17, HKDC1 inhibitor 3, PfGluPho inh -20 and SENP1 FRET inh -9.
For COc1ccc(-c2cc(C(F)(F)F)nc(N3CCCCCC3)n2)cc1 the results were SENP8 block-1 -250, SENP6 block -6, SENP8 block-2 -4, SENP7 inh 5, Apaf-1 inh 13, HKDC1 inhibitor 4, PfGluPho inh -15 and SENP1 FRET inh 0.
CCOC(=O)Cc1csc(NC(=O)CCCC(=O)O)n1 was read as SENP8 block-1 14, SENP6 block 2, SENP8 block-2 7, SENP7 inh -2, Apaf-1 inh -28, HKDC1 inhibitor -5, PfGluPho inh 3 and SENP1 FRET inh 3.
CCCCn1nnc(NC(=O)CC23CC4CC(CC(C4)C2)C3)n1 was read as SENP8 block-1 11, SENP6 block 14, SENP8 block-2 9, SENP7 inh 12, Apaf-1 inh 12, HKDC1 inhibitor -6, PfGluPho inh -14 and SENP1 FRET inh 5.
For CCOc1ccc(C(C)C)cc1S(=O)(=O)n1ccnc1C the results were SENP8 block-1 4, SENP6 block -5, SENP8 block-2 -6, SENP7 inh -9, Apaf-1 inh 15, HKDC1 inhibitor -5, PfGluPho inh 9 and SENP1 FRET inh 0.
Screening C=CC[C@]12CCc3sccc3C1N(c1ccc(C(=O)OCC)cc1)C2=O (stereo partly drawn) returned SENP8 block-1 5, SENP6 block -10, SENP8 block-2 -8, SENP7 inh 1, Apaf-1 inh 12, HKDC1 inhibitor -2, PfGluPho inh 22 and SENP1 FRET inh 0.
`COc1ccc(OC)c(NC(=O)COC(=O)/C=C/c2ccc(Cl)cc2)c1` gave SENP8 block-1 9, SENP6 block 17, SENP8 block-2 -2, SENP7 inh 5, Apaf-1 inh 4, HKDC1 inhibitor -8, PfGluPho inh 5 and SENP1 FRET inh 0.
`O=C(O)CC(CC(=O)N1CCOCC1)c1ccccc1` (stereo not drawn) gave SENP8 block-1 13, SENP6 block 11, SENP8 block-2 -3, SENP7 inh -6, Apaf-1 inh -4, HKDC1 inhibitor 0, PfGluPho inh 11 and SENP1 FRET inh 4.
Screening Cn1c(SCCN2CCCC2)nnc1C1CCN(S(=O)(=O)c2cccc(F)c2)CC1 returned SENP8 block-1 7, SENP6 block -15, SENP8 block-2 -12, SENP7 inh -7, Apaf-1 inh 1, HKDC1 inhibitor -1, PfGluPho inh 9 and SENP1 FRET inh -2.
For O=C(Cn1ncc2c3ccccc3n(Cc3ccccc3)c2c1=O)NCCCN1CCOCC1 the results were SENP8 block-1 -25, SENP6 block -3, SENP8 block-2 -2, SENP7 inh 3, Apaf-1 inh 4, HKDC1 inhibitor 5, PfGluPho inh -8 and SENP1 FRET inh -2.
`COc1ccc(C2NC(=S)NC(C)=C2C(=O)Nc2ccccn2)cc1OC` (stereo not drawn) gave SENP8 block-1 3, SENP6 block 11, SENP8 block-2 5, SENP7 inh 0, Apaf-1 inh 2, HKDC1 inhibitor -9, PfGluPho inh -2 and SENP1 FRET inh 1.
Screening O=C(Nc1nnc(-c2ccc(F)cc2)o1)c1cc(Cl)sc1Cl returned SENP8 block-1 21, SENP6 block 29, SENP8 block-2 21, SENP7 inh -5, Apaf-1 inh 6, HKDC1 inhibitor 1, PfGluPho inh -10 and SENP1 FRET inh 3.
`O=C(Cc1ccc(Cl)cc1)c1c[nH]c(C(=O)NCCCn2ccnc2)c1` gave SENP8 block-1 8, SENP6 block -6, SENP8 block-2 0, SENP7 inh -6, Apaf-1 inh 5, HKDC1 inhibitor -8, PfGluPho inh -19 and SENP1 FRET inh 0.
Screening COc1cc(CN(C)CCc2ccccc2)ccc1OCc1ccccc1 returned SENP8 block-1 22, SENP6 block 2, SENP8 block-2 -6, SENP7 inh 2, Apaf-1 inh 0, HKDC1 inhibitor 15, PfGluPho inh -11 and SENP1 FRET inh 3.
COc1ccc(Br)cc1CNC(=O)C1CCN(C(=O)N(C)C)CC1 was read as SENP8 block-1 14, SENP6 block 5, SENP8 block-2 -4, SENP7 inh 6, Apaf-1 inh -3, HKDC1 inhibitor -4, PfGluPho inh -27 and SENP1 FRET inh 0.
Screening Cc1cc(C)nc(/N=C2\NC(=O)CC(C(=O)O)N2c2ccc(Cl)cc2)n1 (stereo not drawn) returned SENP8 block-1 18, SENP6 block 4, SENP8 block-2 0, SENP7 inh 1, Apaf-1 inh 6, HKDC1 inhibitor -3, PfGluPho inh 20 and SENP1 FRET inh -1.
O=C(O)C1CC=CCC1C(=O)Nc1cccc([N+](=O)[O-])c1 (stereo not drawn) was read as SENP8 block-1 6, SENP6 block -18, SENP8 block-2 -1, SENP7 inh -1, Apaf-1 inh -2, HKDC1 inhibitor -6, PfGluPho inh -18 and SENP1 FRET inh 2.
`O=C(COc1ccc(Cl)cc1Cl)N/N=C/c1ccc(OC2OC(CO)C(O)C(O)C2O)cc1` (stereo not drawn) gave SENP8 block-1 14, SENP6 block -16, SENP8 block-2 -3, SENP7 inh 9, Apaf-1 inh -5, HKDC1 inhibitor -4, PfGluPho inh -6 and SENP1 FRET inh 3.
For Cc1ccc(C(=O)Nc2nc(=O)n(C)s2)cc1 the results were SENP8 block-1 6, SENP6 block 49, SENP8 block-2 6, SENP7 inh 38, Apaf-1 inh -18, HKDC1 inhibitor 3, PfGluPho inh 29 and SENP1 FRET inh -2.
Screening Cc1no[n+]([O-])c1COc1ccc(/C=N/n2nnnc2N)cc1 returned SENP8 block-1 15, SENP6 block 10, SENP8 block-2 9, SENP7 inh 1, Apaf-1 inh 10, HKDC1 inhibitor -1, PfGluPho inh -6 and SENP1 FRET inh -2.
Screening CCOC(=O)C1(CCc2ccccc2)CCN(Cc2ccn[nH]2)CC1 returned SENP8 block-1 10, SENP6 block -37, SENP8 block-2 -11, SENP7 inh -11, Apaf-1 inh 11, HKDC1 inhibitor -4, PfGluPho inh -9 and SENP1 FRET inh 2.
For CCC(=O)c1ccc(OCC(=O)OCC(=O)Nc2sccc2C(N)=O)cc1 the results were SENP8 block-1 17, SENP6 block 0, SENP8 block-2 3, SENP7 inh 2, Apaf-1 inh -2, HKDC1 inhibitor 1, PfGluPho inh -9 and SENP1 FRET inh -1.
For COCCN(Cc1cc2cc3c(cc2nc1Cl)OCO3)C(=O)Nc1ccc(OC)cc1 the results were SENP8 block-1 8, SENP6 block -9, SENP8 block-2 -7, SENP7 inh -10, Apaf-1 inh 7, HKDC1 inhibitor -9, PfGluPho inh -1 and SENP1 FRET inh -1.
COCCNC(=O)C1CCN(C(=O)C2CC(=O)N(c3ccc(C)cc3)C2)CC1 (stereo not drawn) was read as SENP8 block-1 7, SENP6 block -19, SENP8 block-2 -8, SENP7 inh -7, Apaf-1 inh 3, HKDC1 inhibitor -3, PfGluPho inh -14 and SENP1 FRET inh 2.
Screening O=C(/C=C/c1cccc(Cl)c1)NCCCN1CCOCC1 returned SENP8 block-1 5, SENP6 block 4, SENP8 block-2 -7, SENP7 inh 1, Apaf-1 inh 0, HKDC1 inhibitor -8, PfGluPho inh 9 and SENP1 FRET inh 2.
Screening COc1ccc(Nc2ncnc3ccc([N+](=O)[O-])cc23)c(OC)c1 returned SENP8 block-1 36, SENP6 block -6, SENP8 block-2 -8, SENP7 inh 10, Apaf-1 inh 3, HKDC1 inhibitor -3, PfGluPho inh 0 and SENP1 FRET inh 2.
Cc1cc(C(=O)N2CCc3ccccc3C2)n[nH]1 was read as SENP8 block-1 2, SENP6 block -15, SENP8 block-2 -7, SENP7 inh 8, Apaf-1 inh 4, HKDC1 inhibitor -1, PfGluPho inh -8 and SENP1 FRET inh 0.

High-throughput results deposited in PubChem BioAssay by Sanford-Burnham Center for Chemical Genomics.
